Assay outcomes as filed in PubChem BioAssay.
All columns: NCI-60 one-dose screen, growth in % after 48 h at 10 µM unless noted; 100 = growth as untreated, 0 = no growth, -100 = all killed.
SNB-75: SNB-75 CNS cancer; hit rate 5% among 79,000; AID 1794750
SF-295: SF-295 CNS cancer cells; hit rate 5.6% among 79,000; AID 1794758
CAKI-1: CAKI-1 renal cancer; hit rate 4.7% among 75,000; AID 1794772
U251: U251 CNS tumor cells; hit rate 5.4% among 80,000; AID 1794753
NCI-H23: NCI-H23 lung cancer | AID 1794731 | hit rate 4% among 80,000
SF-268: SF-268 CNS cancer cells; hit rate 3.1% among 82,000; AID 1794759
A498: A498 renal cancer cells | AID 1794774 | hit rate 5.4% among 76,000
SF-539: SF-539 CNS cancer; hit rate 6.8% among 81,000
SNB-19: SNB-19 CNS cancer cells. hit rate 2.5% among 81,000
Active calls of the source: *; / = not tested or not shown; & = joins results of further samples; ! = not confirmed by another sample. Rule for the calls: active = growth percent below 10; inactive = the rest. Rows are unselected; overall some 10% were active at least once.

compound,SNB-75,SF-295,CAKI-1,U251,NCI-H23,SF-268,A498,SF-539,SNB-19
CC1=NN(c2nc(-c3c(O)cc(C)oc3=O)cs2)C(=O)/C1=C\c1ccc(Cl)cc1,103,105,103,97,98,99,93,99,105
CCCN1C2CCC1/C(=C\c1ccc(Cl)cc1)C(=O)/C2=C/c1ccc(Cl)cc1,93,96,88,/,92,93,91,111,93
OC(CCCCCCCCC(O)CN1CCc2ccccc2C1)CN1CCc2ccccc2C1 (stereo not given),95,83,93,101,101,102,107,101,105
N/C(=N\NC(=O)CCl)c1c(N)nc(=S)[nH]c1-c1ccc(Cl)cc1Cl,/,104,90,111,108,107,131,108,102
O=C(O)CC(Cl)C(Cl)CC(=O)O (stereo not given),103,93,92,99,102,105,105,99,103
CC[N+](CC)(CCOCCOCC[N+](CC)(CC)Cc1ccc([N+](=O)[O-])cc1)Cc1ccc([N+](=O)[O-])cc1,86,103,94,100,99,99,/,105,101
Cn1c(N)c([C@H]2c3ccccc3Oc3c2c(=O)n(C)c(=O)n3C)c(=O)n(C)c1=O,91,90,92,102,92,100,107,99,99
O=C1C=C(O)C(c2ccccc2)=CC1=O,75,121,107,107,109,104,108,97,121
O=C1/C(=C/c2ccc(OCCCc3ccccc3)cc2)Oc2cc(O)ccc21,86,93,85,78,86,82,93,93,90
CN(C)C/C=C/C(=O)Nc1cc2c(Nc3ccc(F)c(Cl)c3F)ncnc2cc1OCCOC(F)F,-19*,34,-15*,28,27,14,-48*,9.2*,37
CCN(CC)c1cc(Cl)ccc1C,99,110,100,105,99,104,141,99,106
S=C1SCN(Cc2ccccc2)CN1Cc1ccccc1,76,100,76,80,81,74,74,91,96
O=C(NNS(=O)(=O)c1ccc([N+](=O)[O-])cc1)c1ccccc1,92,102,102,104,98,106,103,110,104
Clc1ccc2oc3c(OCCCN4CCOCC4)c4ccccc4nc3c2c1,76,48,46,64,/,66,36,49,66
COc1ccc2c(c1)oc1c(C)c3c(c(C)c12)C(=O)N(O)C3=O,97,108,92,106,100,95,101,103,99

A stretch taken from the entries so far:
compound,SNB-75,SF-295,CAKI-1,U251,NCI-H23,SF-268,A498,SF-539,SNB-19
O=C1/C(=C/c2ccc(OCCCc3ccccc3)cc2)Oc2cc(O)ccc21,86,93,85,78,86,82,93,93,90
CN(C)C/C=C/C(=O)Nc1cc2c(Nc3ccc(F)c(Cl)c3F)ncnc2cc1OCCOC(F)F,-19*,34,-15*,28,27,14,-48*,9.2*,37
CCN(CC)c1cc(Cl)ccc1C,99,110,100,105,99,104,141,99,106
S=C1SCN(Cc2ccccc2)CN1Cc1ccccc1,76,100,76,80,81,74,74,91,96
O=C(NNS(=O)(=O)c1ccc([N+](=O)[O-])cc1)c1ccccc1,92,102,102,104,98,106,103,110,104
Clc1ccc2oc3c(OCCCN4CCOCC4)c4ccccc4nc3c2c1,76,48,46,64,/,66,36,49,66
COc1ccc2c(c1)oc1c(C)c3c(c(C)c12)C(=O)N(O)C3=O,97,108,92,106,100,95,101,103,99

Further compounds follow:
compound,SNB-75,SF-295,CAKI-1,U251,NCI-H23,SF-268,A498,SF-539,SNB-19
O=C(Nc1cc(C(F)(F)F)ccc1Cl)C(Cl)Cl,82,93,98,98,99,94,110,104,99
COc1ccc(-n2nnc3c4nc(-c5ccc(Cl)cc5)oc(=O)c4c(C)nc32)cc1,92,99,92,100,106,105,95,95,102
Cc1c/c(=N\NC(=O)Nc2ccc(C(F)(F)F)cc2)oc2cc(O)ccc12,109,104,97,96,99,100,102,95,89
O=C(NCc1cccc(Cl)c1)C1=NOC(Cc2nc3ccccc3o2)C1 (stereo not given),105,108,90,105,91,94,102,98,102
CCOC(=O)c1c(C)oc2cc3c(C(=O)OCC)c(C)oc3cc12,105,111,/,97,100,100,106,92,98
CCCN1C2CCC1/C(=C\c1ccc(OC)cc1)C(=O)/C2=C/c1ccc(OC)cc1,85,77,74,70,68,84,80,105,87
O=C(O)/C(=C\c1ccc([N+](=O)[O-])cc1)c1cccc(Cl)c1,111,96,96,102,101,104,98,96,104
COc1cc(-n2nnc3c4nc(-c5ccc([N+](=O)[O-])cc5)oc(=O)c4c(C)nc32)cc(OC)c1OC,91,101,94,106,112,102,87,104,108
CCC(=O)Nc1cccc(C(=O)Nc2cccc(NC(C)=O)c2)c1,/,/,102,101,106,105,103,101,104
CCC(=O)OC1=CN2C(=NC(c3ccc(N)cc3)=CC2c2cc(OC)c(OC)c(OC)c2)S1 (stereo not given),/,/,75,46,85,61,82,44,84
c1nc(N2CCCCC2)c2cc[nH]c2n1,81,100,87,92,97,94,67,99,104
O=C(/C=C/c1ccncc1)N1CCc2ccc([N+](=O)[O-])cc2C1,94,101,95,98,/,97,64,92,96
COc1ccc(C(C)=O)cc1S(=O)(=O)Nc1c(N)ncnc1N,96,97,88,107,97,105,104,103,100
O=[N+]([O-])O[C@@H]1CO[C@H]2[C@@H]1OC[C@@H]2O,/,108,88,108,94,116,104,111,101
Cc1onc2c(=O)[nH]nc(-c3ccccc3)c12,76,147,112,106,115,118,94,103,99

Part of the list above, reduced to SNB-75, SNB-19 and SF-539:
molecule | SNB-75 | SNB-19 | SF-539
O=C1/C(=C/c2ccc(OCCCc3ccccc3)cc2)Oc2cc(O)ccc21 | 86 | 90 | 93
O=[N+]([O-])O[C@@H]1CO[C@H]2[C@@H]1OC[C@@H]2O | / | 101 | 111

An excerpt of these results, field by field.
COc1cc(-n2nnc3c4nc(-c5ccc([N+](=O)[O-])cc5)oc(=O)c4c(C)nc32)cc(OC)c1OC
  SNB-75: 91
  SF-295: 101
  CAKI-1: 94
  U251: 106
  NCI-H23: 112
  SF-268: 102
  A498: 87
  SF-539: 104
  SNB-19: 108

CCCN1C2CCC1/C(=C\c1ccc(Cl)cc1)C(=O)/C2=C/c1ccc(Cl)cc1
  SNB-75: 93
  SF-295: 96
  CAKI-1: 88
  U251: /
  NCI-H23: 92
  SF-268: 93
  A498: 91
  SF-539: 111
  SNB-19: 93

Entries shown so far with fluorine:
compound,SNB-75,SF-295,CAKI-1,U251,NCI-H23,SF-268,A498,SF-539,SNB-19
CN(C)C/C=C/C(=O)Nc1cc2c(Nc3ccc(F)c(Cl)c3F)ncnc2cc1OCCOC(F)F,-19*,34,-15*,28,27,14,-48*,9.2*,37
O=C(Nc1cc(C(F)(F)F)ccc1Cl)C(Cl)Cl,82,93,98,98,99,94,110,104,99
Cc1c/c(=N\NC(=O)Nc2ccc(C(F)(F)F)cc2)oc2cc(O)ccc12,109,104,97,96,99,100,102,95,89

The results go on.
compound,SNB-75,SF-295,CAKI-1,U251,NCI-H23,SF-268,A498,SF-539,SNB-19
O=C(Nc1ccccc1O)Nc1ccccc1O,86,102,/,93,100,96,81,105,95
O=C(O)/C(=C\c1ccccc1Cl)c1ccccc1,104,94,106,/,108,107,100,108,95
CC1(C)OCC(N)(CO)CO1,104,106,92,90,103,94,88,95,98
COc1ccc(-c2nc(SCCC(C)C)nc(N3CCN(C)CC3)c2C#N)cc1,76,105,91,81,95,89,79,88,94
O=c1[nH][nH]c2c(N=Cc3ccccc3O)ccc(F)c12,67,108,100,113,98,104,91,91,102
O=C(CC1(O)C(=O)Nc2c(Cl)cc(Cl)cc21)c1cccc([N+](=O)[O-])c1 (stereo not given),71,103,97,95,95,91,101,92,105
COc1ccc(OC)c(/C=C/[C@H]2O[C@@H](C)[C@H](O)[C@@H]2O)c1,90,102,97,94,100,111,/,100,99
COc1ccc(-c2oc(=O)n(C)c2-c2ccc(OC)cc2)cc1,96,92,86,97,101,109,66,110,95
COc1ccc2c(c1)C=C1COCC3=Cc4cc(OC)ccc4OC13O2,103,105,99,104,106,93,105,99,100
CC(COC(=O)C(c1ccccc1)C1C=CCCC1)N1CCCC1 (stereo not given),96,99,90,76,94,94,89,111,94
O=C(CCCCn1ccc(=O)[nH]c1=O)Nc1ccc(O)c(C(=O)O)c1,88,104,76,101,100,105,/,101,108
O=[N+]([O-])c1ccc2[nH]cc([C@@]3(O)c4ccccc4-c4c3c3c5cc([N+](=O)[O-])ccc5[nH]c3c3c4[nH]c4ccc([N+](=O)[O-])cc43)c2c1,73,54,58,30,47,35,81,102,60
CC(=O)CCn1[nH]c(=O)c2ccccc2c1=O,102,105,97,103,100,105,/,109,99
CC(=O)OC(C(=O)Nc1ncccn1)c1ccccc1 (stereo not given),86,99,99,97,98,105,94,92,98
COc1ccc(/C(=N/O)c2cc(OC)c(OC)c(OC)c2)c(OC)c1N,8.0*,6.4*,24,27,52,49,-4.3*,4.0*,45
COc1cc(/C=C\C(=O)OC/C=C/c2ccc3c(c2)OCO3)cc(OC)c1OC,84,135,98,107,103,109,80,105,105
CN(C)/C(N)=N/N=C(\c1ccccc1)c1ccccn1,101,106,97,97,96,93,105,103,106
O=c1cc(OCCCCSC(=S)N2CCOCC2)c2ccccc2o1,99,93,99,92,96,95,87,92,100
C=C1C(=O)O[C@H]2[C@H]1CC/C(COC(=O)c1cc3cc(F)ccc3[nH]1)=C\CC[C@@]1(C)O[C@@H]21,-35*,33,-91*,-86*,-66*,-71*,-40*,-87*,-10*
NCCS(=O)(=O)O,/,/,103,/,104,/,133,/,/
CC(=O)Nc1ccc2c(c1)Cc1cc(N3C(=O)C=CC3=O)ccc1-2,86,106,50,99,111,112,/,116,101
CN(C)Cc1ccccc1,85,106,102,105,107,106,109,95,100
Cc1ccccc1N/C=C/C(=O)c1ccc2c(c1)Nc1ccccc1S2,92,79,81,80,72,100,115,84,84
CC(=O)c1nc2ccccc2n1CCn1cnc2c(N)ncnc21,70,111,99,104,98,110,108,104,89
O=C1c2ccccc2C(=O)c2c1ccc(C(Br)Br)c2[N+](=O)[O-],109,93,/,9.6*,5.0*,19,27,90,61
Cc1cc2c(c(=O)o1)C1(C)CC(C)(O2)c2c(cc(C)oc2=O)O1,128,100,92,93,103,/,114,104,/
COc1ccc(/C=C(/C2=NCCN2)n2cnc3ccccc32)cc1,80,99,78,101,100,93,/,95,103
CC(=O)CC(=O)Nc1ccc(C)cc1C,/,102,96,101,89,100,115,93,103
COc1ccccc1-c1nc2cc(C(=O)Nc3ccccc3)ccc2n1C1CCCCC1,86,98,84,103,102,92,94,93,101
CN(C)CC(=O)Nc1ccc(-n2cc(-c3ccncc3)c(-c3ccc(Cl)c(O)c3)n2)cc1,84,92,101,115,102,107,105,99,112
Oc1ccc(O)cc1,102,114,98,99,96,106,115,90,115
O=C(CI)NC(=O)NC(=O)NCCc1ccc(O)cc1,103,103,105,108,101,98,140,99,109
CN(C)c1ccc(/C=C2\Cc3cc4c(cc3C2=O)OCO4)cc1,94,95,90,93,96,98,101,100,103
CCCn1nc(C(=O)N2CCCCC2)c2c1CCC(N1CCC(c3ccncc3)CC1)C2 (stereo not given),96,106,96,101,105,97,109,107,102
COc1ccc(C(O)c2cc3c(N)c(C(=O)Nc4cccc(Br)c4)sc3nc2C)cc1 (stereo not given),24,8.8*,14,16,22,6.8*,-9.2*,-20*,25
COc1ccc(-c2cn[nH]c2-c2cc(OC)c(OC)c(OC)c2)cc1N,20&58,3.3*!,23&25,9.5*!,28&22,49&26,-1.5*,-4.4*,34&34
COC(=O)C1=NN(c2ccccc2)C2N1c1ccccc1N1C(C(=O)OC)=NN(c3ccccc3)C21C (stereo not given),88,135,111,100,109,91,114,88,104
N#CCCNC(=O)c1ccccc1,90,96,106,113,97,106,109,102,108
O=C1CCN(c2ccc(-c3ccco3)cc2)N1c1ccc(-c2ccco2)cc1,94,92,89,102,91,94,106,95,79
O=C(CCCCCCCC(=O)N1CCCCCC1)N1CCCCCC1,95&91,98&92,92&81,99&100,97&94,104&106,93&99,99&114,104&101
NNc1cc(Cl)c(S(=O)(=O)O)cc1Cl,110,95,99,98,91,101,111,94,122
S=C(NNC(=S)Nc1ccc(Cl)cc1)Nc1ccc(Cl)cc1,105,76,77,90,96,102,79,93,95
Cc1cc(=O)n2nnc3cc(C#N)ccc3n12,97,104,100,106,92,104,120,99,104
CCN(CC)C(C)(O)CN (stereo not given),141,/,115,104,105,112,107,99,102
